# BLM inh: inhibitors of human Bloom syndrome helicase BLM. P54132. recombinant BLM DNA unwinding, fluorescence dequenching. Potency, µM (doses to about 56.1 µM), without a hit: top-dose activity change, negative = inhibition, most hits filed as inhibitors. 0.2% of 350,000 active;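 note: potency is the fitted concentration of half-maximal effect; plate controls were vehicle for no effect and no enzyme for full effect; nearly all actives have a fitted effect of over 35% in size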
# Pol iota inh: DNA polymerase iota (human) inhibition; Pol iota fluorescent replication assay, 10 min; Potency, µM (series often up to 115 µM), for the others: top-dose activity, negative = inhibition, hits mostly inhibitors; 1% of 390,000 active; Q9UNA4; note: potency is the fitted concentration of half-maximal effect
#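 Pol iota at 10 nM preincubated 15 min with compounds at room temperature; reaction started with fluorescent substrate, 50 nM final. Fluorescence read kinetically at 0 and 10 min; buffer-only wells as negative control.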
# RXFP1 antagonist: antagonists of human relaxin receptor RXFP1. Q9HBX9. HEK293-RXFP1, relaxin-stimulated cAMP HTRF, 30 min; hits give low values. activity change, negative = inhibition, % at 57.5 µM. 0.59% of 350,000 active;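 active = activity change of -60% or lower, but not beyond a set lower limit; inconclusive = change between -60% and -40%, or beyond the set limit; inactive = change above -40%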; note: % is set by controls: 0 for no effect and ±100 for the full control effect
# Pol kappa inh: DNA polymerase kappa (human) inhibition; Q9UBT6; purified Pol kappa, fluorescent DNA synthesis assay, 10 min; Potency, µM (titrated, usually from 107 µM), inactives show top-dose activity, negative = inhibition, hits mostly inhibitors; 0.53% of 400,000 active; note: potency is the fitted concentration of half-maximal effect; % is set by controls: 0 for no effect and ±100 for the full control effect
# Target sequence (Q9UBT6 whole entry, looked up): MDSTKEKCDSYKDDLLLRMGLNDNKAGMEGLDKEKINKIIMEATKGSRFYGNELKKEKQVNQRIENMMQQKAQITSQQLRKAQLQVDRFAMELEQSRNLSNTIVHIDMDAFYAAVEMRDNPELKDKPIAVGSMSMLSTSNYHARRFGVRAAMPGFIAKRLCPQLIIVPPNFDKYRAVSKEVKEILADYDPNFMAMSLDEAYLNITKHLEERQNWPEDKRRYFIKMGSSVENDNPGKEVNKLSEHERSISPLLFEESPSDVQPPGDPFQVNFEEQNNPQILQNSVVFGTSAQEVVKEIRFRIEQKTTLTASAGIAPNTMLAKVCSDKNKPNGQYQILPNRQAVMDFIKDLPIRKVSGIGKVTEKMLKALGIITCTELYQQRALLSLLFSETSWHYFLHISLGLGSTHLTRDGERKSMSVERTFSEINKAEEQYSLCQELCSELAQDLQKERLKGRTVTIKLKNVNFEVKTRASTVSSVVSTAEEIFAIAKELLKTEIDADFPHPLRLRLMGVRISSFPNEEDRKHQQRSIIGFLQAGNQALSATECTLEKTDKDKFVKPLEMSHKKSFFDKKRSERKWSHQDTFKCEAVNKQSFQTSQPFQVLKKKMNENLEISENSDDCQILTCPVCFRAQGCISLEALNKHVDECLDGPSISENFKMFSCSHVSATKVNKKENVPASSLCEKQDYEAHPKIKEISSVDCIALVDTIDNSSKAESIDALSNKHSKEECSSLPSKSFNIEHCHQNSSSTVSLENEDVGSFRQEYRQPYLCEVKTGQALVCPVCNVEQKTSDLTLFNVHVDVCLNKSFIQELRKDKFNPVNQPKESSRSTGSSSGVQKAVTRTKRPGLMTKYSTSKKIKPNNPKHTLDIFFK
#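 Inhibition of 10 nM Pol kappa is measured by a fluorescent read-out at 0 and 10 min following addition of 50 nM substrate (final), with a 15-min room-temperature compound preincubation.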
# Anesthetic bind: candidate novel general anesthetic via apoferritin binding. AID 485281. apoferritin/1-aminoanthracene competitive binding, fluorescence. 0.074% of 350,000 active. P02791. Potency, µM (top dose mostly 77.5 µM), without a hit: at the highest dose activity change, negative = displacement, actives largely listed as inhibitors; note: potency is the fitted concentration of half-maximal effect; % is set by controls: 0 for no effect and ±100 for the full control effect; nearly all actives have a fitted effect of over 20% in size
# Target sequence (P02791 2-175 limits assumed): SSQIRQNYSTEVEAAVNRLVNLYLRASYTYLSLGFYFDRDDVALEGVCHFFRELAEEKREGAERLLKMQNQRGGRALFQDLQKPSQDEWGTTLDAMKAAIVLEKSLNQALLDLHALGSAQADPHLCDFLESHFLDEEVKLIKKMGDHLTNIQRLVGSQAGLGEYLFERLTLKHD
#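 Apoferritin-based anesthetic binding model; compound displacement of fluorescent 1-AMA measured as endpoint fluorescence after 10 minutes at room temperature, scaled to free-ligand and complex controls.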
# POLH inh: DNA polymerase eta (human) inhibition | Q9Y253 | recombinant Pol eta, fluorescent DNA replication assay | Potency, µM (highest dose often 114 µM), without a hit: top-dose activity change, negative = inhibition, most hits filed as inhibitors | 1.2% of 390,000 active | AID 588591; note: potency is the fitted concentration of half-maximal effect; % is set by controls: 0 for no effect and ±100 for the full control effect
#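 Fluorescent replication assay: 50 nM final substrate added after a 15 min room-temperature compound preincubation with 10 nM enzyme. Signal taken at 0 min and again at 10 min.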
# Tb PGK inh: T. brucei PGK inhibition. Potency, µM (series often up to 57.5 µM), for the others: at the highest dose activity change, negative = inhibition, most hits filed as inhibitors. AID 602233. PGK/GAPDH coupled, Kinase-Glo luminescence, 60 min. P07378. 0.043% of 380,000 active; note: potency is the fitted concentration of half-maximal effect; % is set by controls: 0 for no effect and ±100 for the full control effect; nearly all actives have a fitted effect of over 60% in size
#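 Recombinant glycosomal PGK reaction used 1,3-bisphosphoglycerate generated in-well by GAPDH (100nM final) in 100mM TEA pH 7.6, 5mM MgCl2, 0.01% Tween-20. After 60 minutes at room temperature, ATP was read by Kinase-Glo Plus luminescence end-point.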
# APE1 inh: inhibitors of human APE1 endonuclease; P27695; recombinant APE1, TAMRA/BHQ-2 abasic DNA cleavage fluorescence; Potency, µM (series often up to 65.8 µM), for the others: at the highest dose activity change, negative = inhibition, hits mostly inhibitors; 0.35% of 350,000 active; AID 2517;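 note: potency is the fitted concentration of half-maximal effect; plate controls were vehicle for no effect and reference inhibitor for full effect; nearly all actives have a fitted effect of over 55% in size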
#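 Enzyme (0.75 nM final) and test compound are incubated 15 min at room temperature before adding 50 nM quenched THF abasic-site duplex. Cleavage dequenches TAMRA, followed at 525/598 nm over three reads one minute apart.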
# POLB inh: inhibitors of human DNA polymerase beta | Pol beta primer extension/strand displacement, fluorescence kinetic | Potency, µM (series often up to 114 µM), for inactives: at the top dose activity change, negative = inhibition, most hits filed as inhibitors | 1.3% of 340,000 active; note: potency is the fitted concentration of half-maximal effect; % is set by controls: 0 for no effect and ±100 for the full control effect
#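 Homogeneous kinetic assay of primer extension and strand displacement by 10 nM Pol beta, preincubated 15 min at room temperature with compound before 50 nM substrate (final) was added. Read at 0 and 10 min; four-parameter Hill fit.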
# * marks the source's active call; other numbers are inactive results; i = inactive; ? = inconclusive; . = no result given; & = joins results of further samples; [ ] = dose if it differs, or a comment. Unless noted, calls come from the whole dose curve; as a rule, active = well fitted curve in the direction sought with a large enough effect; inconclusive = small, poorly fitted or top-dose-only effect, or another doubt; inactive = no such curve, though single readings can be large; an effect the other way counts as inactive or inconclusive. A portion of the library; the hit share may differ from the screen's.
No.	Molecule	BLM inh	Anesthetic bind	Tb PGK inh	POLB inh	Pol iota inh
1	Cc1cn2c(nc(=O)c3cccnc32)s1	-1%	4%	8%	-5%	25%
2	COc1ccc(CCNC(=O)c2cc(-c3ccccc3O)n[nH]2)cc1OC	-3%	-12%	-11%	-12%	10%
3	O=C(O)[C@H](Cc1c[nH]c2ccccc12)N1C(=O)C2=CCCC=C2C1=O	2%	15%	.	.	.
4	Cc1nn(C(=O)c2nn(C)cc2[N+](=O)[O-])c(C)c1Br	-1%	?	-3%	-2%	164%[activator]
5	CC1CCCCN1CCCNC(=O)c1sc2ncccc2c1-n1cccc1 (stereo not drawn)	-6%	-3%	-2%	16%	21%
6	CC(C)(C)c1ccc(NC(=O)COc2ccc(-n3ccnc3)cc2)cc1	-9%	28µM*	i	-3%	-4%
7	COc1cc(/C=C/C(=O)OCC(=O)c2c(N)n(C)c(=O)n(C)c2=O)ccc1OCC#N	5%	-22%	-3%	-11%	159%[activator]
8	FC(F)Oc1ccccc1/C=N/Nc1nc2ccccc2o1	0%	-2%	-3%	54%	62%[activator]

No.	APE1 inh	RXFP1 antagonist	Pol kappa inh	POLH inh
1	5%	.	1%	-13%
2	12%	-5	-4%	-3%
3	26%	.	13%[60.1 µM]	.
4	0%	1	-12%	-16%
5	.	-10	-6%[60.1 µM]	-16%
6	-3%	-14	-2%	-23%
7	6%	-12	5%	-2%
8	-19%	-19	-3%	-20%

# (cont.)
No.	Molecule	BLM inh	Anesthetic bind	Tb PGK inh	POLB inh	Pol iota inh
9	COc1ccc2nc3oc(C(=O)Nc4cccc(C(F)(F)F)c4)cc3cc2c1	0%	2%	-10%	8%	3%
10	Cc1cccnc1NC(=O)CCc1c[nH]c2ccccc12	-1%	-14%	-8%	70%	-6%
11	OC1CNCc2cc3c(cc21)OCCO3 (stereo not drawn)	-1%	4%	.	-1%	.
12	O=C(CSc1nnc(-c2ccncc2)n1CC1CCCO1)Nc1cccc(O)c1 (stereo not drawn)	-3%	-3%	-6%	14%	-3%
13	Cc1ccc(C(=O)Nc2ccc(F)cc2)o1	0%	-9%	-4%	?	-1%
14	Cc1ccc(S(=O)(=O)N(C)CCCC(=O)N2CCOCC2)cc1	1%	-5%	-4%	2%	-9%
15	Cc1cc(C)n(Cc2ccc(NC(=O)c3ccc(COc4ccccc4Br)cc3)cc2)n1	-7%	3%	i	48%	8%
16	COc1ccc(NS(=O)(=O)c2cc(NC(=O)c3ccc(=O)[nH]n3)ccc2C)cc1	.	.	-9%	.	-22%

No.	APE1 inh	RXFP1 antagonist	Pol kappa inh	POLH inh
9	.	4	-3%[60.1 µM]	-3%
10	-8%	14	-3%	0%
11	0%	.	.	.
12	5%	14	-1%	-13%
13	-3%	8	-14%	-13%
14	-3%	-7	-6%	-7%
15	-1%	7	-8%	-18%
16	-4%	7	-8%	3%

# (listing goes on)
No.	Molecule	BLM inh	Anesthetic bind	Tb PGK inh	POLB inh	Pol iota inh
17	CCOc1ccc(NC(=O)CSc2nnc(C(C)C)n2CC)cc1	-11%	-8%	-6%	20%	-18%
18	Cc1ccc(NC(=O)CC2=NC(=O)C(CC(=O)Nc3ccccc3C)S2)cc1 (stereo not drawn)	-2%	-13%	-3%	7%	35%[activator]
19	COc1ccccc1C1/C(=C(\O)c2ccc3c(c2)OCCO3)C(=O)C(=O)N1Cc1cccnc1 (stereo not drawn)	0%	-8%	-1%	4%	?
20	Cc1ccc(-n2nc(C(=O)N3CCC(C)CC3)c(=O)n(C)c2=O)cc1	1%	8%	0%	-9%	10%
21	CCOc1ccc(C(=O)NCC2CCCN2S(=O)(=O)c2cccs2)cc1 (stereo not drawn)	.	.	-5%	.	21%
22	O=C(Nc1ccccn1)C1(c2cccs2)CCOCC1	2%	-5%	-4%	18%	9%
23	CC1Cc2cc(S(=O)(=O)N3CCC(C(=O)N4CCCCC4)CC3)ccc2N1C(=O)C1CC1 (stereo not drawn)	-2%	-8%	5%	1%	16%
24	COC(=O)c1cc(=O)n2c(-c3ccccc3)csc2n1	-2%	-6%	-1%	-1%	10%

No.	APE1 inh	RXFP1 antagonist	Pol kappa inh	POLH inh
17	-5%	5	-17%	-1%
18	-2%	-3	-11%	0%
19	13%	15	-15%	1%
20	.	0	-2%[60.1 µM]	-16%
21	-2%	-4	-8%	?
22	-7%	.	0%	-3%
23	43%	-21	-16%	-2%
24	2%	-1	-6%	-1%

# The list goes on, starting with the last five of the part before.
No.	Molecule	BLM inh	Anesthetic bind	Tb PGK inh	POLB inh	Pol iota inh
20	Cc1ccc(-n2nc(C(=O)N3CCC(C)CC3)c(=O)n(C)c2=O)cc1	1%	8%	0%	-9%	10%
21	CCOc1ccc(C(=O)NCC2CCCN2S(=O)(=O)c2cccs2)cc1 (stereo not drawn)	.	.	-5%	.	21%
22	O=C(Nc1ccccn1)C1(c2cccs2)CCOCC1	2%	-5%	-4%	18%	9%
23	CC1Cc2cc(S(=O)(=O)N3CCC(C(=O)N4CCCCC4)CC3)ccc2N1C(=O)C1CC1 (stereo not drawn)	-2%	-8%	5%	1%	16%
24	COC(=O)c1cc(=O)n2c(-c3ccccc3)csc2n1	-2%	-6%	-1%	-1%	10%
25	COc1ccc(OC(=O)COc2cc(C)ccc2C)cc1	-4%	-9%	7%	84%	17%
26	CCC(C)(C(=O)NC1CCCCC1)N(Cc1cccs1)C(=O)Cc1cccs1 (stereo not drawn)	0%	-7%	-1%	-1%	9%
27	CC(=O)c1ccc(NC(=O)CN2C(=O)NC(C)(C3CCCCC3)C2=O)cc1 (stereo not drawn)	.	.	2%	.	53%[activator]
28	O=C(Cc1ccc(F)cc1)N/N=C/c1ccccn1	2%	-1%	0%	103%	8%
29	CN(C)c1ccc(-c2noc(C3CCN(S(=O)(=O)c4ccc(C(=O)O)cc4)CC3)n2)cc1	.	.	15%	.	16%
30	COc1ccc(C(=O)Nc2ccncc2)cc1S(=O)(=O)N1CCOCC1	.	.	0%	.	17%
31	COC(C/C=C\[C@@H](O)[C@H](C)OCc1ccccc1)OC	.	.	-6%	.	7%
32	O=S(=O)(NCCN1CCOCC1)c1ccc2c(c1)OCCO2	-4%	-2%	5%	23%	-15%

No.	APE1 inh	RXFP1 antagonist	Pol kappa inh	POLH inh
20	.	0	-2%[60.1 µM]	-16%
21	-2%	-4	-8%	?
22	-7%	.	0%	-3%
23	43%	-21	-16%	-2%
24	2%	-1	-6%	-1%
25	5%	-2	-13%	-22%
26	-2%	10	-10%	-8%
27	-14%	-4	2%	-17%
28	1%	4	2%	-12%
29	.	-1	-14%	-11%
30	0%	1	-6%	-7%
31	.	.	3%	3%
32	15%	-6	-13%	7%

# Further records
No.	Molecule	BLM inh	Anesthetic bind	Tb PGK inh	POLB inh	Pol iota inh
33	CCN(CC)CCOc1ccc2c(c1)C(=O)c1cc(OCCN(CC)CC)ccc1-2	-5%	-4%	.	.	.
34	COc1cccc(OC(=O)CSc2nnc(-c3ccccc3Br)o2)c1	-3%	-6%	-6%	0%	30%[activator]
35	Cc1cc(Cl)ccc1C(=O)C1CCCN(C(=O)c2cccnc2C)C1 (stereo not drawn)	-1%	-6%	3%	5%	23%
36	CC1C(=O)N2CCCc3cc(S(=O)(=O)N4CCC(C(N)=O)CC4)cc1c32 (stereo not drawn)	-4%&2%	-2%&0%	2%&11%	-1%&-3%	?
37	CC(=O)Nc1ccc(N2CCN(c3ccc(F)cc3)CC2)cc1	-3%	-7%	.	54%	?
38	Cc1nonc1NC(=O)N1CCCC1	3%	-4%	3%	28%	19%
39	O=C(CS(=O)(=O)Cc1ccccc1)Nc1ccc(S(=O)(=O)N2CCCCCC2)cc1	-5%	?	-5%	2%	-5%
40	Cc1ccccc1-n1cnc2cc(NCc3cccs3)ccc21	-9%	?	17%	?	4%

No.	APE1 inh	RXFP1 antagonist	Pol kappa inh	POLH inh
33	-13%	-16	?	.
34	-2%	8	2%	-2%
35	-10%	35	-10%	10%
36	-8%	-24&-11	-20%	8%&3%
37	10%	7	-2%	10%
38	15%	-8	-1%	-1%
39	-6%	8	-6%	-7%
40	-6%	1	-14%	-17%

# Next entries:
No.	Molecule	BLM inh	Anesthetic bind	Tb PGK inh	POLB inh	Pol iota inh
41	Cc1cccc(NC(=O)c2oc3ccc(S(=O)(=O)N4CCOCC4)cc3c2C)c1C	-1%	?	-5%	16%	-2%[58.9 µM]
42	Cc1ccc(CN2CCC(N3CC(C)OC(C)C3)CC2)cc1 (stereo not drawn)	-1%	-13%	-2%	21%	6%
43	COCCNS(=O)(=O)c1cc(-c2nn3c(C)nnc3c3ccccc23)ccc1C	2%	-13%	.	26%	6%
44	Cc1ccc(S(=O)(=O)Nc2ccc(NC(=O)Nc3ccc(F)cc3F)cc2)cc1	-7%	?	7%	7%	9%
45	COc1ccc(C(C(=O)NC2CCCCC2)N(C(=O)c2sc(C)nc2C)c2ccc(OC)cc2)cc1 (stereo not drawn)	-7%	-6%	.	16%	-9%
46	COc1cccc(Cc2nc3ccccc3nc2SCC(=O)N2CCCc3ccccc32)c1	-6%	51%[activator]	-4%	?	-2%
47	COc1ccc(OC)c(C(c2nnnn2CCC(C)C)N2CCN(C(=O)c3ccco3)CC2)c1 (stereo not drawn)	-4%	-21%	7%	9%	9%
48	O=C(CSc1nnc(C23CC4CC(CC(C4)C2)C3)o1)Nc1ccc(N2CCOCC2)c(Cl)c1	-3%	-9%	i	41%	24%

No.	APE1 inh	RXFP1 antagonist	Pol kappa inh	POLH inh
41	?	23	-13%	0%
42	8%	-1	-4%[60.1 µM]	-4%
43	.	3	8%	.
44	-7%	-16	-22%	-16%
45	11%	14	-2%	-15%
46	.	-17	9%[60.1 µM]	-14%
47	-6%	13	-5%	5%
48	-2%	13	-2%	7%

# Bioassay records from PubChem.
